# LMPTP block: LMPTP (human) inhibition. P24666. recombinant LMPTP-A, OMFP fluorogenic substrate, fluorescence intensity. inhibition, % at 20 µM. 0.22% of 360,000 active;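 active = compounds that cut the enzyme signal by at least half of the control window in the single-dose screen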;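 also: plate controls were DMSO wells with enzyme plus substrate for no effect and substrate without enzyme for full effect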
#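 Buffer or medium: Bis-Tris pH 6.0, DTT, detergent; Assay system: LMPTP-A enzyme; Quantity: 0.625 nM enzyme; Detection: endpoint fluorescence intensity; Times: 50 min dark incubation at room temperature; Controls: substrate-only low control, DMSO enzyme-plus-substrate high control; Doses: single 20 µM dose; Read-out: percent inhibition versus substrate-only and uninhibited controls; Reagent: 400 µM OMFP.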
# NadD block: blocks S. aureus nicotinate mononucleotide adenylyltransferase. purified NadD enzyme, colorimetric absorbance read-out. inhibition, % at 20 µM. 0.78% of 360,000 active. AID 602399; in the data active = inhibition above about 26%; also: some compounds past the cut are filed as inactive
# DNMT1 inh: blocks human DNA methyltransferase DNMT1 | inhibition (reported as % activation of signal), % at 10 µM | DNMT1 molecular beacon, Hinp1I cleavage, fluorescence | 0.83% of 360,000 active; in the data active = inhibition above about 50%
# SKN-1 block: blocks SKN-1 activity in C. elegans. C. elegans VP596 Pgst-4::GFP/RFP ratio, acrylamide-induced, 24 h. inhibition, % at 21.8 µM. 0.49% of 360,000 active;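 active = interference check ratio from 0.5 to 1.5 plus GFP to RFP signal ratio inhibition reaching or exceeding a fixed threshold, cut at about 30% in these data, passing the limit was not always enough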; also: some compounds called inactive have numbers as strong as hits
# SUMO1-SIM PPI: modulators of human SUMO1-mediated protein-protein interactions; P63165; SUMO1 binding to a labelled peptide, TR-FRET, 1 h; inhibition, % at 20 µM; 0.33% of 360,000 active; in the data active = inhibition above about 37%
# Target sequence (P63165 whole entry, looked up): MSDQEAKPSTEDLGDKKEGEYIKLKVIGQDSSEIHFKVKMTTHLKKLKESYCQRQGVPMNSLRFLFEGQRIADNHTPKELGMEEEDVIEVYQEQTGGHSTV
# Neddylation inh: cullin neddylation inhibition | TR-FRET cullin neddylation, biochemical | P61081+Q13564 | AID 651699 | calls only at 25 µM | 0.58% of 360,000 active; in the data active = inhibition above about 36%
# Target sequence (P61081 whole entry, looked up): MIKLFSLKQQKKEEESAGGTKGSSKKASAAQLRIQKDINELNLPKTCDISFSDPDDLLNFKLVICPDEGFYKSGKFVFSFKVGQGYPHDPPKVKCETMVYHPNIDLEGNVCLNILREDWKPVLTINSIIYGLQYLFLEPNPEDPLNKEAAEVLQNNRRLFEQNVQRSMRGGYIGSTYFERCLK
# Target sequence (Q13564 whole entry, looked up): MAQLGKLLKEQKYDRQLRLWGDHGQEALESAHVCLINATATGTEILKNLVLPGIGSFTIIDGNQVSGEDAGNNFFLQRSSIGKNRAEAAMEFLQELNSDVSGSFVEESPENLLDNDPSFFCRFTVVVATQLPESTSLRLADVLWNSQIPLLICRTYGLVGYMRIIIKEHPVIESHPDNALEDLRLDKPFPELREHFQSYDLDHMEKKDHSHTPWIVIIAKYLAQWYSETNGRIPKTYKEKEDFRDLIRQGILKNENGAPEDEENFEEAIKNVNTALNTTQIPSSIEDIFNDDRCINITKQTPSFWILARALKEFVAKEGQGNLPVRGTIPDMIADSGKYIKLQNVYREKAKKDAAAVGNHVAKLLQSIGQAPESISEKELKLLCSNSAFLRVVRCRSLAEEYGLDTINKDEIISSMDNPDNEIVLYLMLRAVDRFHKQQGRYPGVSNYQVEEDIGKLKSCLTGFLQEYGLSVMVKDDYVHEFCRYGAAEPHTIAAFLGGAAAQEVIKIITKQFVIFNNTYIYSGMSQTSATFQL
# CendR NRP1 mod: modulators of CendR peptide binding to human neuropilin-1; inhibition, % at 25 µM; FAM-RPARPAR peptide binding to NRP-1, fluorescence polarization; 0.85% of 360,000 active; O14786;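 active = inhibition or corrected inhibition above about 18%, plus a signal ratio from 0.5 to 1.5, limit read from the data, passing the limit was not always enough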; also: strong numbers were not always called active
# TbMetRS inhib: blocks T. brucei methionyl-tRNA synthetase activity | AID 624268 | 0.4% of 360,000 active | purified T. brucei MetRS, ATP depletion, Kinase-Glo luminescence | inhibition, % at 11.9 µM;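 active = inhibition above a per-plate cutoff of the control wells' mean inhibition plus 3 SD, cut at about 5.5% in these data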;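 also: 0% = DMSO wells median and 100% = median of wells with control inhibitor compound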
#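 Material: T. brucei methionyl-tRNA synthetase, purified; reagent: substrates ATP, L-methionine and bulk Escherichia coli tRNA; dosing: 11.9 µM single point; timing: 15 min plus 2 h at 25 °C; detection: luminescence of leftover ATP; evaluation: % inhibition; control set: DMSO-only wells as low control; replicates: singlicate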
# STEP inh: inhibitors of human striatal-enriched phosphatase STEP; 0.25% of 360,000 active; inhibition, % at 20 µM; recombinant STEP, OMFP fluorogenic substrate, fluorescence; P54829;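 active = inhibition at 20 µM, scaled per plate between control wells, above about 37%, limit read from the data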;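 also: 0% = DMSO with enzyme and substrate and 100% = substrate only without enzyme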
#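 Also added – OMFP at 25 µM · Test system – STEP tyrosine phosphatase · Technique – FITC-channel fluorescence of OMFP product · Schedule – 20 min at room temperature, dark · Evaluation – control-normalized % inhibition with plate pattern correction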
# Scp-1 inhibitor: inhibitors of human Scp-1 phosphatase. Q9GZU7. Recombinant Scp1, phosphopeptide, malachite green phosphate absorbance. 0.88% of 340,000 active. inhibition, % at 20 µM. AID 493091;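 active = inhibition above about 50% at 20 µM, limit read from the data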;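 also: plate controls were DMSO wells with enzyme for no effect and wells lacking enzyme for full effect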
# Target sequence (Q9GZU7 76-261 limits assumed): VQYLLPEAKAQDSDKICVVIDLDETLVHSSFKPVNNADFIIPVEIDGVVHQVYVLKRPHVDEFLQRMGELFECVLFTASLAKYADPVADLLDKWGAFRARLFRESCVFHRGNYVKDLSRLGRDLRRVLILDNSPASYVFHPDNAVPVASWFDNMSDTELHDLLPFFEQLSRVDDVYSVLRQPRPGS
#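 Test system: SCP-1 phosphatase catalytic domain, residues 76-261; measured by: colorimetric phosphate reagent with accelerator and stabiliser, absorbance at 630 nm; timing: enzyme reaction 45 min at room temperature, colour 5 min, stabilisation 30 min; also added: Phosphorylated 17-residue peptide substrate; compound dosing: one concentration, 20 µM, with 1.0% DMSO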
# Numbers without * were called inactive; i = inactive; . = no result given.
Structure | LMPTP block | NadD block | DNMT1 inh | SKN-1 block | SUMO1-SIM PPI | Neddylation inh | CendR NRP1 mod | TbMetRS inhib | STEP inh | Scp-1 inhibitor
O=c1cc(-c2ccc(F)cc2)oc2ccccc12 | -2.5 | -4 | 5 | 53* | -1 | i | 7 | -0.8 | -4 | 1
COC(=O)[C@@H](NC(=O)NCCC1=CCCCC1)C(C)C | -1.4 | -2 | 2 | 7 | 4 | i | -6 | 3.3 | 1 | -13
CCOC(=O)C(=O)Nc1nnc(C2CCCCC2)s1 | -1.7 | 2 | 1 | -8 | 0 | i | 2 | -0.7 | 1 | 0
N#CC1=C(N)SC(N)=C(C#N)C1C1C=CCCC1 (stereo not drawn) | 1.2 | 4 | -4 | 26 | 3 | i | -28 | 0.3 | 2 | -7
Cc1ccc(NC(=O)CCNS(=O)(=O)c2ccc(OC(F)(F)F)cc2)c(O)c1 | 1.1 | -11 | 6 | -7 | 4 | i | 15 | 5.0 | -2 | -5
CCCc1cc(-n2ccnc2)n2c(nc3ccccc32)c1C#N | -0.6 | 5 | -2 | 16 | -11 | . | -128 | -1.1 | -2 | -7
COc1ccc(C(=O)CSc2nnc(-c3cnccn3)n2Cc2ccco2)cc1 | -0.4 | 8 | -4 | -7 | 0 | i | -13 | -1.4 | 2 | -2
COc1cccc(C(=O)N2CCC[C@H]2C(=O)N2CCC[C@H]2C(=O)NCc2ccccn2)c1 | -0.3 | 4 | . | -2 | 7 | i | 0 | -0.2 | . | .
O=C(/C=C/c1ccc(Br)o1)NCc1ccccc1 | 34 | 4 | 74* | -3 | 11 | i | -10 | -0.7 | 2 | -2
O=C(COc1ccc(Cl)cc1)Nc1ccc2c(c1)nc1n2CCOC1 | 0.8 | 8 | -1 | 4 | 0 | i | 10 | -0.4 | 1 | -5

# Quoted at random: 4 compounds from above
Structure | LMPTP block | NadD block | DNMT1 inh | SKN-1 block | SUMO1-SIM PPI | Neddylation inh | CendR NRP1 mod | TbMetRS inhib | STEP inh | Scp-1 inhibitor
CCCc1cc(-n2ccnc2)n2c(nc3ccccc32)c1C#N | -0.6 | 5 | -2 | 16 | -11 | . | -128 | -1.1 | -2 | -7
O=c1cc(-c2ccc(F)cc2)oc2ccccc12 | -2.5 | -4 | 5 | 53* | -1 | i | 7 | -0.8 | -4 | 1
COc1ccc(C(=O)CSc2nnc(-c3cnccn3)n2Cc2ccco2)cc1 | -0.4 | 8 | -4 | -7 | 0 | i | -13 | -1.4 | 2 | -2
Cc1ccc(NC(=O)CCNS(=O)(=O)c2ccc(OC(F)(F)F)cc2)c(O)c1 | 1.1 | -11 | 6 | -7 | 4 | i | 15 | 5.0 | -2 | -5

# Later entries.
Structure | LMPTP block | NadD block | DNMT1 inh | SKN-1 block | SUMO1-SIM PPI | Neddylation inh | CendR NRP1 mod | TbMetRS inhib | STEP inh | Scp-1 inhibitor
OC(c1ccccc1)(c1nc(-c2ccc3ccccc3c2)cs1)C(F)(F)F (stereo not drawn) | 2.9 | 0 | -19 | 34 | 1 | i | -7 | -0.3 | -4 | .
CCOc1ccc(NS(=O)(=O)c2ccc3c(c2)N(C(C)=O)CCS3)cc1 | 0.4 | 9 | 1 | -5 | -3 | i | 1 | -0.1 | -2 | -2
Cc1ccc(S(=O)(=O)N2CCOCC2)cc1C(=O)NCC1CCCCC1 | 0.1 | -3 | 0 | 7 | 1 | i | 2 | 0.0 | 2 | -3
CCN1C(=O)[C@@H]2[C@@H](c3ccc(-c4cccc(Cl)c4)c(OC)c3)N3CCCC[C@@]3(C(=O)OC)[C@@H]2C1=O | 2.8 | 8 | -10 | 7 | -4 | i | -9 | 0.4 | 0 | -7
CCc1ccc(C2c3[nH]c4ccccc4c3CCN2C(=O)c2cc[n+]([O-])cc2)cc1 (stereo not drawn) | 0.4 | 4 | -6 | 3 | -12 | i | -12 | -0.5 | 0 | -6
C=CC[C@H](CC(=O)N(CCO)Cc1ccccc1)C(=O)N[C@@H](COC(=O)[C@@H](CC=C)CC(=O)OC(C)(C)C)Cc1c[nH]c2ccccc12 | 4.1 | -17 | -19 | -9 | 3 | i | -10 | -0.3 | 2 | -21
O=C(NCCc1c[nH]c2ccccc12)C1CCN(S(=O)(=O)c2ccccc2F)CC1 | -1.2 | -14 | -10 | 11 | 3 | i | -10 | 0.1 | -4 | -10
O=C(Nc1ccc(N2CCOCC2)cc1Cl)C1CCN(C(=O)OCc2ccccc2)CC1 | 2.1 | 3 | 0 | 2 | 0 | i | -10 | -0.2 | -1 | 5
CCCCN(C)CCCNC(=O)c1cc(-c2cccs2)nc2ccccc12 | 0.0 | -8 | 5 | -17 | -19 | . | -1 | -0.6 | -1 | -6
CO[C@@H]1CN(C)C(=O)c2cc(NC(=O)Nc3cc(F)ccc3F)ccc2OC[C@H](C)NC[C@@H]1C | 0.0 | . | . | -3 | 2 | i | 9 | 4.5 | . | .
COc1ccc(NS(=O)(=O)c2ccc(NC(=S)NC(=O)CC(C)C)cc2)cc1 | 0.2 | -7 | -6 | -16 | -6 | i | 5 | -0.2 | 1 | -7
O=C(O)CCC(NC(=O)C1CCCN1C(=O)OCc1ccccc1)C(=O)O (stereo not drawn) | -1.0 | -1 | 5 | 4 | 1 | i | 4 | 0.1 | 3 | -13
Cc1sc(NC(=O)c2ccc(OCC(C)C)cc2)c(C(N)=O)c1-c1ccc(Cl)cc1Cl | 0.2 | 18 | 4 | 15 | 1 | . | 6 | 0.0 | 1 | -6
CN1OC[C@@H]2CN(C(=O)C(C)(C)C)[C@H](c3cccc(N4CCOCC4)c3)C[C@@H]21 | -1.4 | -2 | 5 | -9 | 4 | i | 0 | -0.2 | 6 | 4
CCOC(=O)[C@]12CCCC=C1N(Cc1ccccc1)C(=O)[C@H](CC(=O)NCCCCc1ccccc1)C2 | 2.8 | . | . | -9 | 1 | i | -11 | -0.9 | . | .
Cc1ccc(-c2nc(-c3nccc4ccccc34)oc2-c2ccccc2)cc1 | 3.9 | 7 | -12 | 17 | -7 | . | 6 | 0.1 | 4 | -1
CCOc1ccc(C(=O)NCC(=O)OCc2c(C)noc2C)cc1 | -2.0 | -4 | 0 | -4 | 3 | i | 11 | -0.3 | 1 | -9
CCCCOC(=O)CN1C(=O)c2ccc(C(=O)OCCCC)cc2C1=O | 0.0 | 10 | 2 | 22 | -19 | i | 5 | -0.7 | 4 | 0
COC(=O)c1cc(-c2ccccc2)on1 | 0.0 | -3 | 9 | 22 | -1 | i | 2 | -0.5 | 0 | -8
CCc1ccc(NC(=O)Cn2nc(C(F)(F)F)c3c2CCC3)cc1 | 0.6 | -6 | 1 | -14 | 2 | i | 5 | 0.1 | -5 | -2

# New compounds follow:
Structure | LMPTP block | NadD block | DNMT1 inh | SKN-1 block | SUMO1-SIM PPI | Neddylation inh | CendR NRP1 mod | TbMetRS inhib | STEP inh | Scp-1 inhibitor
O=C1NCCO1 | -0.7 | 0 | 5 | 20 | 4 | i | -3 | -0.7 | 0 | 2
Cc1ccc(NC(=O)/C=C/C(=O)O)c([N+](=O)[O-])c1 | -1.6 | -3 | 3 | 4 | -7 | i | 11 | 0.1 | 0 | -7
CCOC(=O)c1c(C)c(C(=O)NCc2ccco2)c(C)n1C | -1.3 | -1 | -1 | -8 | 2 | i | -2 | -0.3 | 0 | -5
CC1(C)OC(=O)C(=CNCCc2ccc(O)cc2)C(=O)O1 | 0.5 | 4 | 4 | 16 | 5 | i | -2 | 0.3 | -1 | -9
Brc1cnc(N2CCCC2)nc1N1CCOCC1 | -0.8 | -7 | 7 | 0 | -5 | i | 10 | 0.6 | -4 | -11
CCCCN(CC)S(=O)(=O)c1ccc(C(=O)N=c2sc3cc(NC(C)=O)ccc3n2C)cc1 | -3.8 | -3 | 37 | -7 | -1 | i | -11 | -1.4 | -3 | 9
COc1cc(/C=C/c2ccc3cccc(OC)c3n2)c(O)c([N+](=O)[O-])c1 | 2.4 | 4 | 7 | -3 | -16 | i | -12 | -0.4 | 3 | 5
O=C1N(c2ccc(Cl)c(Cl)c2)CN(Cc2ccccc2)CN1n1cnnc1 | -1.2 | -2 | -3 | -18 | 2 | i | -6 | -0.4 | -2 | -6
Cc1ccc(S(=O)(=O)N(C)c2ccccc2C(=O)Nc2ccc(F)cc2F)cc1 | -1.4 | 1 | -3 | -5 | 10 | i | 22 | -0.9 | -1 | -5
Cc1ccc(C2CC(=O)Nc3sc(C(N)=O)c(N)c32)cc1 (stereo not drawn) | -3.5 | -7 | -5 | 3 | 1 | i | -6 | 0.0 | 1 | 2
O=C1CCN(Cc2ccc(O)cc2)CCN1[C@H](CO)Cc1ccccc1 | -1.2 | -8 | 5 | -5 | 4 | i | 2 | -0.2 | 3 | 3
Cc1ccc(N(C(=O)Cn2nnc3ccccc32)C(C(=O)NCc2ccccc2)c2ccccn2)cc1 (stereo not drawn) | -0.5 | 5 | 5 | 1 | 4 | i | -5 | -0.2 | 2 | 2
CC(NC(=O)CC(c1ccccc1)c1cc(Cl)ccc1O)c1ccccc1 (stereo not drawn) | 1.6 | 0 | 1 | 1 | 13 | i | 3 | -0.4 | -2 | -10
CN1c2ccccc2C(=O)/C(=C\Nc2ccc(F)cc2F)S1(=O)=O | 0.2 | -12 | -7 | -4 | -2 | i | -2 | 0.0 | 2 | -7
Cc1ccc(O)c(Nc2c3ccccc3nc3ccccc23)c1 | 8.0 | -11 | 10 | 0 | -25 | i | -1 | -0.1 | -1 | 0
C=CCn1c(C)c(/C=C/c2cc[n+](C)cc2)c2ccccc21 | 5.1 | 19 | 14 | -5 | -150 | i | 131 | 0.3 | -13 | 10
COc1cccc(N2CCN(C3CC(=O)N(c4ccc(C)c(Cl)c4)C3=O)CC2)c1 (stereo not drawn) | 0.7 | -3 | -3 | 2 | 11 | i | 6 | -0.6 | 1 | -8
CN(C(=O)CCn1c(=S)oc2ccccc21)c1ccc(F)cc1 | -0.4 | -10 | -1 | -4 | -1 | i | 8 | -1.2 | -2 | -6
O=C(Cc1cccs1)N/N=C/C=C/c1ccccc1 | -0.6 | -4 | 1 | 3 | -3 | i | 2 | -0.5 | -1 | -2
O=C(NNC(=O)c1ccc(Br)s1)c1csc(N2CCOCC2)n1 | -0.5 | 0 | -2 | 13 | 2 | i | -8 | 0.0 | 0 | -5
CCc1ccc(Sc2cc(C(=O)NCCN3CCOCC3)c3ccccc3n2)cc1 | -2.1 | 0 | 4 | -6 | -12 | i | 9 | -1.1 | -6 | 5
CC(C)=C(NC(=O)c1ccccc1)C(=O)NC(Cc1ccccc1)C(=O)O (stereo not drawn) | -1.1 | -2 | 2 | -6 | 3 | i | 4 | -0.5 | 1 | -1
Cc1cc(Nc2cc(F)ccc2C)n2nc(C)nc2n1 | -1.7 | 1 | 8 | 10 | 5 | i | -19 | 4.4 | -6 | -4
COc1ccc(S(=O)(=O)N2CCOC2CNC(=O)C(=O)NCc2ccc(F)cc2)cc1 (stereo not drawn) | -0.2 | 1 | -2 | -10 | 0 | i | -2 | -0.2 | -1 | -2
CCN(CC)CCNc1nc2ccccc2n1C | -5.2 | -2 | -2 | -3 | -4 | i | 7 | -0.1 | 4 | -16
